TRPML3 agonist: human mucolipin-3 channel agonism | HEK293 TRPML3-YFP, Fluo-8 calcium fluorescence; 100% = the carbachol control signal | activation, % at 3 µM | 220,000 tested, 0.29% active | AID 1448;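 active = activation above its plate's cutoff, the mean activation of the plate's test wells plus 3 SD, cut at about 12% in these data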;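 note: 0% = DMSO only wells and 100% = carbachol wells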
Target sequence (Q8TDD5 whole entry, looked up): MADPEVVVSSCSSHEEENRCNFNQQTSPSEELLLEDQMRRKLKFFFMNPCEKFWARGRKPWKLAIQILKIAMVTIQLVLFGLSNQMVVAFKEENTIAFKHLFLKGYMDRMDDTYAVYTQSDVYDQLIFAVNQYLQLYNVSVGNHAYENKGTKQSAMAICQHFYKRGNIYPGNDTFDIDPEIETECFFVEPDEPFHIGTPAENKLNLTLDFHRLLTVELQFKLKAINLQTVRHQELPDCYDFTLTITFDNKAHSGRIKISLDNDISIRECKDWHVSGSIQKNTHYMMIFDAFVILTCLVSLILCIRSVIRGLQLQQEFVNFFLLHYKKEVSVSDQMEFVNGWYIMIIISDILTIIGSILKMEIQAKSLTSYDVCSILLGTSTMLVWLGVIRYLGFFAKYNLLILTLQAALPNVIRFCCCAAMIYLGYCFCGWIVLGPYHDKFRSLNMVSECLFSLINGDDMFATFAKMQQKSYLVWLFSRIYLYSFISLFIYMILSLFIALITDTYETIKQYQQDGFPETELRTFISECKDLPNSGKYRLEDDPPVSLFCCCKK
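system = HEK293 cells stably carrying human TRPML3-YFP | doses = one concentration, 3 µM nominal, 0.3% DMSO | timing = dye loading 1 h 37 °C then 30 min ambient, 125 s read | detection = Fluo-8 calcium dye fluorescence, ex 470-495, em 515-575 nm | benchmarks = high control carbachol 87 µM, low control DMSO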
TRPN1 ag: agonists of zebrafish TRPN1 channel; HEK293 zebrafish TRPN1-YFP, Fluo-8 calcium fluorescence; 100% = response to 87 µM carbachol; activation, % at 3 µM; 220,000 tested, 0.18% active;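 active = activation above its plate's cutoff, the mean activation of test wells on that plate plus 3 SD, cut at about 19% in these data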;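 note: 0% = DMSO alone and 100% = 87 µM carbachol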
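Control set: carbachol 87 µM as high control, DMSO as low control; system: HEK293 stable line with zebrafish TRPN1-YFP; read-out: % activation versus carbachol response; detection: intracellular calcium fluorescence with Fluo-8; doses: single test compound dose, 3 µM nominal, 0.3% DMSO; schedule: dye 1 h 37 °C plus 30 min RT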
BaF3 tox: counter-screen for JAK2V617F inhibitors: parental Ba/F3 viability inhibitors; AID 1486; CellTiter-Glo ATP luminescence; 220,000 tested, 1.1% active; inhibition, % at 5.6 µM;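 active = inhibition above a per-campaign cutoff, the mean inhibition of all tested compounds plus 3 SD, cut at about 27% in these data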;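 note: 0% = DMSO wells and 100% = JAK Inhibitor I control wells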
PERK inhibitor: inhibitors of human PERK kinase; inhibition, % at 5.6 µM; 220,000 tested, 0.17% active; CHO PERK-DD fusion, SEAP luminescence translation reporter; AID 1416;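 active = inhibition above the mean inhibition of all tested compounds plus 3 SD, set separately per screening campaign, cut at about 2.9% in these data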;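 note: PERK kinase domain activated by AP20187 dimerizer at 100 nM; 0% = DMSO with dimerizer and 100% = rapamycin at 8.4 µM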
S1P4 antagonist: antagonists of human S1P4 receptor. inhibition, % at 4.98 µM. O95977. S1P4-expressing cells, antagonist mode, reporter read-out. 220,000 tested, 0.26% active. AID 1510; in the data active = inhibition above about 29%;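 note: 0% = wells stimulated with agonist and 100% = vehicle wells without agonist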
Target sequence (O95977 whole entry, looked up): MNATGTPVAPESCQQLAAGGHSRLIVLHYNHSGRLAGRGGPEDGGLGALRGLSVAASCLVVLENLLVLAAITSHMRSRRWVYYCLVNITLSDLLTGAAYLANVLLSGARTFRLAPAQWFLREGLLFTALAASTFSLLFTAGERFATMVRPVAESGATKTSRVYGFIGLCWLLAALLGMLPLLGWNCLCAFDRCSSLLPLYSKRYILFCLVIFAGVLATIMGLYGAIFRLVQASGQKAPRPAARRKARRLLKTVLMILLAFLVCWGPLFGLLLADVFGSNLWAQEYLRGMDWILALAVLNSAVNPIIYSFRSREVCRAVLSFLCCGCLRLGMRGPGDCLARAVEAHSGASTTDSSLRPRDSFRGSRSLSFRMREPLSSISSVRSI
Ba/F3 V617F tox: lowers viability of Ba/F3 cells expressing EpoR and JAK2V617F; ATP luminescence; inhibition, % at 5.6 µM; 220,000 tested, 1.1% active; AID 1446;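 active = inhibition above the campaign mean plus 3 SD over all tested compounds, cut at about 24% in these data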;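 note: cytokine-independent growth of Ba/F3 cells driven by EpoR plus mutant JAK2; 0% = DMSO-treated cells and 100% = JAK inhibitor I control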
m-calpain inh: blocks pig calpain II enzyme activity. purified calpain II, fluorogenic peptide substrate, 30 min. inhibition, % at 16 µM. 220,000 tested, 0.37% active;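 active = inhibition above about 50%, limit read from the data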
S1P4 ag: human S1P4 receptor agonism; O95977; S1P4-expressing cell line, agonist reporter assay; activation, % at 4.98 µM; 220,000 tested, 0.35% active; in the data active = activation above about 11%;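 note: 0% = DMSO vehicle and 100% = reference agonist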
EP2 mod: modulates human prostaglandin E2 receptor EP2 signaling. induction, % at 25 µM. AID 940. P43116. EP2-expressing cells, cAMP HTRF FRET, PGE2 co-stimulation. 260,000 tested, 0.83% active;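 active = compounds whose cAMP rise, as percent of the full-agonist control response, exceeds 60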;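 note: rat C6 glioma line stably carrying human EP2 under a CMV promoter; the protocol text gives 20 µM as final concentration; 100% = response of wells given 1 µM PGE2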
Numbers without * were called inactive; i = inactive; . = no result given; & = joins results of further samples.

Order of results – TRPML3 agonist | TRPN1 ag | BaF3 tox | PERK inhibitor | S1P4 antagonist | Ba/F3 V617F tox | m-calpain inh | S1P4 ag | EP2 mod
1: CN(C)c1ccc(NC(=O)CSc2n[nH]c(-c3ccco3)n2)cc1
 : 0.0 | -1.3 | 0.3 | -0.7 | 0.6 | 2.8 | 36.5 | 0.1 | -13.3&-22.8
2: FC(F)(F)c1nc2cc3nc4ccccc4[nH]c3cc2n1
 : 3.3 | 1.8 | 3.5 | 1.0 | 2.9 | 1.1 | 2.4 | -1.9 | 40.5
3: O=C(CN1C(=O)NC2(CCCCCCC2)C1=O)N1CCc2ccccc2C1
 : 1.6 | 7.3 | 3.4 | -0.6 | -0.5 | -2.1 | 4.1 | -0.1 | -16.8
4: CCOC(=O)N1CCC(N2Cc3cccc(C(=O)NC(C)c4ccc5c(c4)OCCO5)c3C2=O)CC1 (centres undefined)
 : -0.7 | -0.7 | 10.6 | -0.9 | -4.8 | 3.4 | -43.5 | 0.8 | 23.6
5: O=C(O)c1ccc(Cl)c(S(=O)(=O)NCc2cccnc2)c1
 : 0.7 | 0.8 | -2.0 | 1.2 | -8.7 | -1.3 | 2.5 | 1.6 | 31.8
6: Cc1cccc(-n2ccnc2CN2CCC(CO)(Cc3ccccc3)CC2)c1
 : 1.3 | 0.1 | -3.1 | -1.3 | 3.5 | -3.8 | 12.5 | -1.0 | -76.9
7: Cc1cccc(N2CCN(c3nnc(C(F)(F)F)s3)CC2)c1
 : -0.5 | -1.2 | -3.6 | 0.3 | -9.4 | -1.8 | 1.8 | 0.3 | 1.9
8: O=C(Cn1cnc([N+](=O)[O-])n1)N/N=C/c1ccc(O)cc1O
 : 1.0 | 1.3 | 7.0 | 1.1 | -22.7 | -1.2 | 15.4 | 0.9 | 16.8
9: Cc1nc2ccccc2c2c1C(=O)N(c1cccc(C(=O)O)c1)C2=O
 : 1.0 | 0.8 | 5.9 | -0.2 | -1.4 | 2.3 | -0.2 | 1.6 | 23.5
10: Cc1ccc(/C=N/n2c(C)nnc2C)s1
 : -0.6 | 0.0 | 0.7 | 1.0 | 2.6 | 1.4 | 35.4 | 0.1 | 10.7
11: Cc1oc2cc(O)ccc2c(=O)c1Oc1ccccc1Br
 : 0.0 | -0.8 | 4.9 | 0.9 | -5.3 | -0.6 | -362.7 | -1.5 | 15.4
12: CN1CCN(CC#CC2(O)CCCCC2)CC1
 : 0.1 | -0.4 | 1.5 | 1.3 | -13.1 | -3.4 | -5.7 | 1.0 | 17.6
13: COc1cccc(C(O)c2cnc(C(C)C)n2C)c1 (centres undefined)
 : 0.5 | -0.2 | 1.2 | 1.9 | -0.8 | -3.4 | -20.0 | 1.7 | 5.0
14: CC(C)(C)OC(=O)NCCc1nnc(SCc2ccccc2Cl)o1
 : 0.1 | -1.5 | 0.1 | -0.4 | 5.0 | -1.0 | 14.6 | -0.3 | 23.2
15: COc1ccc(-n2c(-c3cc(-c4ccccc4)sc3N)n[nH]c2=S)cc1
 : -0.4 | -1.9 | -2.7 | -0.4 | 6.5 | 0.4 | -14.1 | 0.9 | 42.4
16: COc1cc(C2C(C(=O)c3cccs3)=C(O)C(=O)N2c2cc(C)on2)ccc1O (centres undefined)
 : 0.4 | -0.7 | 1.1 | -0.3 | -12.4 | -4.2 | -16.4 | -1.2 | 9.7
17: CCNC(=S)NNC(=O)c1ccc2ncccc2c1
 : 1.1 | 1.5 | 3.3 | 0.2 | -48.2 | 2.0 | -23.1 | 0.3 | 19.8
18: Cc1ccc(CS(=O)(=O)c2ncn[nH]2)cc1
 : 0.6 | 1.9 | 1.8 | 1.3 | -7.2 | -1.5 | -23.7 | -0.8 | 40.1
19: Nc1cccn2c(-c3ccc(Cl)cc3)cnc12
 : -0.1 | -0.7 | 4.1 | 1.0 | -9.0 | -2.2 | -16.9 | 3.7 | -10.5
20: O=C1NC(=Nc2ccccc2)/C(=C/c2ccco2)S1
 : 0.6 | 1.4 | 7.6 | 0.6 | -5.3 | 1.9 | -19.9 | 3.6 | -0.5

Two compounds picked at random from those above, as already listed:
Order of results – TRPML3 agonist | TRPN1 ag | BaF3 tox | PERK inhibitor | S1P4 antagonist | Ba/F3 V617F tox | m-calpain inh | S1P4 ag | EP2 mod
8: O=C(Cn1cnc([N+](=O)[O-])n1)N/N=C/c1ccc(O)cc1O
 : 1.0 | 1.3 | 7.0 | 1.1 | -22.7 | -1.2 | 15.4 | 0.9 | 16.8
5: O=C(O)c1ccc(Cl)c(S(=O)(=O)NCc2cccnc2)c1
 : 0.7 | 0.8 | -2.0 | 1.2 | -8.7 | -1.3 | 2.5 | 1.6 | 31.8

Additional entries.
Order of results – TRPML3 agonist | TRPN1 ag | BaF3 tox | PERK inhibitor | S1P4 antagonist | Ba/F3 V617F tox | m-calpain inh | S1P4 ag | EP2 mod
21: CCn1cc(C(=O)OCC(=O)NCc2ccc3c(c2)OCO3)c(=O)c2ccc(C)nc21
 : -0.6 | -2.1 | 3.2 | -0.6 | -16.4 | -1.8 | -17.3 | -0.2 | 27.7
22: Cc1nc(C)c(C(=O)C2=C(O)C(=O)N(CCN(C)C)C2c2ccccc2)s1 (centres undefined)
 : 1.2 | 0.5 | 0.6 | -0.1 | -11.4 | -1.2 | 19.1 | -1.2 | 34.8
23: CCCN(CCC)C(=S)Nc1cc(C(=O)OC)ccc1C(=O)OC
 : -1.0 | -1.2 | 1.4 | 0.1 | -64.5 | -2.6 | 0.2 | 0.8 | 38.1
24: Cc1ccc(S(=O)(=O)c2cc(O)ccc2O)cc1C
 : 0.7 | 1.5 | 6.9 | 0.3 | 1.9 | 1.1 | -19.9 | 0.9 | -5.4
25: COc1ccc(C(=O)C2CCCN(C(=O)Cn3ccc(C)n3)C2)cc1OC (centres undefined)
 : 0.3 | -0.5 | -2.3 | 0.7 | -8.8 | -3.4 | -21.4 | 1.4 | 34.1
26: Brc1cccc(-c2nnc3sc(CN4CCC5(CC4)OCCO5)cn23)c1
 : 1.1 | 1.1 | 2.9 | -0.6 | 5.7 | -3.8 | 0.9 | 0.4 | -23.6
27: C=CCC1(N(C(C)=O)c2ccccc2)CCCCC1
 : 0.6 | -1.0 | 2.6 | 0.7 | -1.1 | -1.5 | 31.2 | -1.4 | 43.5
28: COCc1cc(C)nc(OCC(=O)N/N=C/c2ccc(C)o2)c1C#N
 : 1.4 | 0.4 | 6.0 | 0.4 | -8.5 | 3.1 | -4.8 | -0.4 | 0.8
29: Cc1nn2c(NCCN3CCOCC3)c3c(nc2c1-c1ccccc1)CCCC3
 : 0.0 | 0.3 | 2.5 | 0.0 | -0.5 | 0.1 | -10.7 | 1.4 | 8.6
30: Cc1c(F)cccc1NS(=O)(=O)c1ccc(OCCNS(C)(=O)=O)cc1
 : 0.8 | 0.7 | 5.6 | 1.4 | -8.4 | 1.0 | 28.5 | -3.6 | -38.4
31: COCc1c(Br)c(C)nc(OCC(=O)N/N=C/c2cc(C)n(-c3ccc([N+](=O)[O-])cc3)c2C)c1C#N
 : 0.8 | 2.4 | 5.6 | 0.9 | -1.5 | -1.8 | -77.9 | 1.2 | 16.0
32: O=C(COC(=O)CSc1nnc(-c2ccc(Cl)cc2)o1)Nc1cc(Cl)cc(Cl)c1
 : 0.6 | -0.2 | 3.8 | -0.2 | 6.3 | -1.0 | -18.4 | 0.4 | 17.4
33: CC(=O)c1cccc(NC(=O)C(=O)Nc2cccc3ccccc23)c1
 : 0.6 | 1.5 | 3.0 | 0.6 | 2.3 | -4.3 | -26.2 | 0.3 | -6.6
34: CCN(CC)C(=O)C(Sc1ccccc1)c1ccccc1 (centres undefined)
 : -0.4 | -1.7 | 4.0 | 1.2 | 6.5 | -5.0 | 19.7 | 1.5 | 38.6
35: O=C(CCCSc1nc(-c2ccco2)cc(C(F)(F)F)n1)Nc1ccc2c(c1)OCO2
 : -0.2 | -0.9 | 5.9 | 0.8 | 14.2 | -1.6 | 28.4 | -1.8 | -40.0&-111.3
36: O=C(CSc1nnc(-c2ccccc2O)o1)Oc1ccc(OCc2ccccc2)cc1
 : -0.2 | 1.1 | 12.8 | 2.1 | -0.1 | 7.2 | -473.9 | 0.4 | 38.8
37: CN(C)S(=O)(=O)N1CCN(c2ccc([N+](=O)[O-])c(N3CCCCC3)c2)CC1
 : 2.2 | -0.3 | 10.0 | 1.0 | -19.1 | 1.2 | -0.2 | -0.5 | -32.2
38: CCn1c(C)nc2cc(C(=O)NNC(=S)Nc3ccccc3OC)ccc21
 : 0.8 | 0.4 | 2.5 | 0.5 | 10.7 | -1.5 | 8.3 | -0.4 | -27.2
39: Brc1ccccc1Cn1c(-c2cscn2)nc2ccccc21
 : -1.0 | -2.1 | -1.3 | -1.4 | 8.0 | -3.2 | 19.8 | 0.4 | 79.5*
40: O=C(NC1CCCCCC1)c1cc2n(n1)C(C(F)(F)F)CC(c1ccco1)N2 (centres undefined)
 : 0.5 | 1.0 | 1.1 | -0.7 | -11.7 | 1.5 | -19.6 | 1.3 | -17.9
41: Cc1cccc(NC(=O)N(Cc2nc3ccccc3c(=O)[nH]2)C2CCCC2)c1
 : 0.4 | -0.3 | -0.3 | 0.0 | -7.4 | -3.9 | 0.1 | 0.0 | 56.4
42: O=c1[nH]c2c(s1)C=Nc1ccccc1N2
 : 1.3 | 3.4 | 1.6 | 0.4 | -14.4 | -1.7 | 4.7 | -0.5 | 1.5
43: Cn1c(=O)c2c(ncn2CC(=O)N/N=C/c2ccc(Br)s2)n(C)c1=O
 : 0.4 | 0.4 | 0.9 | 0.1 | -12.2 | -0.9 | 12.6 | 0.5 | -6.4
44: Clc1ccc(Oc2nc(N3CCOCC3)nc(N3CCOCC3)n2)c(C2CCCCC2)c1
 : 0.2 | 0.5 | 2.4 | 0.4 | 7.2 | -3.5 | . | 3.6 | .
45: Cn1c(-c2cc3ccc(OC(=O)C(C)(C)C)cc3oc2=O)nc2ccccc21
 : -0.5 | 1.7 | 4.6 | 0.1 | 7.1 | -3.2 | i | 24.1* | -1.4
46: CS(=O)(=O)N1CCN(c2ccccc2NC(=S)NC(=O)c2ccccc2[N+](=O)[O-])CC1
 : 1.0 | 2.8 | 12.3 | 0.7 | 3.3 | 7.3 | -24.2 | 1.3 | -13.5
47: CCN(CC)C(=O)c1cccc2nc3ccccc3nc12
 : 0.2 | 0.5 | -0.7 | -0.4 | 2.8 | 1.0 | -3.4 | -0.7 | -17.6

5 entries out of the list above, ordered by the value under EP2 mod, low to high.
no.	mol	EP2 mod
33	CC(=O)c1cccc(NC(=O)C(=O)Nc2cccc3ccccc23)c1	-6.6
24	Cc1ccc(S(=O)(=O)c2cc(O)ccc2O)cc1C	-5.4
28	COCc1cc(C)nc(OCC(=O)N/N=C/c2ccc(C)o2)c1C#N	0.8
12	CN1CCN(CC#CC2(O)CCCCC2)CC1	17.6
14	CC(C)(C)OC(=O)NCCc1nnc(SCc2ccccc2Cl)o1	23.2

Single records (already shown). Screens in order: TRPML3 agonist	TRPN1 ag	BaF3 tox	PERK inhibitor	S1P4 antagonist	Ba/F3 V617F tox	m-calpain inh	S1P4 ag	EP2 mod
Cn1c(-c2cc3ccc(OC(=O)C(C)(C)C)cc3oc2=O)nc2ccccc21 reads -0.5	1.7	4.6	0.1	7.1	-3.2	i	24.1*	-1.4
Cc1cccc(NC(=O)N(Cc2nc3ccccc3c(=O)[nH]2)C2CCCC2)c1 reads 0.4	-0.3	-0.3	0.0	-7.4	-3.9	0.1	0.0	56.4
